# GPR55 LPI antagonism – inhibition of LPI-stimulated GPR55 beta-arrestin translocation – imaging, U2OS, beta-arrestin-GFP, LPI agonist, primary screen (AID 2013); inhibition, % at 10 µM, or IC50 in µM where a hit was titrated; hit rate 0.13% among 290,000; U2OS GPR55 beta-arrestin-GFP translocation imaging, LPI antagonism; higher % means a stronger effect;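 active = spots per cell inhibited over 60%, with over 100 cells counted and total cytoplasm intensity under 500,000; inconclusive = wells with under 100 cells, flagged as likely toxic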;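 also: U2OS cells stably carrying GPR55 and arrestin-GFP stimulated by 5 µM LPI near EC80; imaged beta-arrestin-GFP aggregate spots per cell after agonist stimulation; plate controls were LPI-stimulated DMSO wells for no effect and DMSO wells without LPI for full effect; some results filed as inactive read as strong as hits; confirmed hits need IC50 under 10 µM and bright autofluorescent wells are also inconclusive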
# HIV fusion peptide – cell-free HIV fusion peptide-binding blockers – biochemical, uHTS, fluorescence dequenching, primary screen (AID 1986) | hit rate 0.3% among 290,000 | cell-free peptide binding, fluorescence dequenching, 30 min; higher % means a stronger effect | inhibition, % at 20 µM, or IC50 in µM where a hit was titrated; in the data active = inhibition mostly above about 52%, no sharp cut-off; inactive = mostly below about 76%; also: some results filed as inactive read as strong as hits
# NOD1 inhibition – NOD1 signaling inhibitors, primary screen, cell-based, luminescence, uHTS (AID 1578); inhibition, % at 4 µM, or EC50 in µM where a hit was titrated; hit rate 1% among 290,000; NOD1-driven NF-kB luciferase reporter cells, luminescence; higher % means a stronger effect; in the data active = inhibition mostly above about 36%, no sharp cut-off; inactive = mostly below about 34%;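 also: HEK-293T reporter cells stimulated with the NOD1 agonist gamma-tri-DAP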
# MgcRacGAP inhibition – MgcRacGAP GTPase-activating activity inhibitors, confirmation, biochemical, ADP Hunter fluorescence; MgcRacGAP-stimulated Rac1 GTP hydrolysis, ADP Hunter fluorescence; higher % means a stronger effect; GST-tagged Rac1 F28L mutant substrate; hit rate 0.6% among 340,000; inhibition, % at 30 µM; hits with a dose series show IC50 in µM; AID 624330;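 active = first-screen hits whose inhibition reached a set limit at any dose in the follow-up dose series; inconclusive = inhibition above the set first-screen limit but never retested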;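 also: fluorescence reports GDP produced by GAP-driven GTP hydrolysis; strong numbers were not always called active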
# KOR beta-arrestin-1 – kappa opioid receptor blockers – cell-based, luminescence, uHTS (AID 1778); KOR beta-arrestin recruitment, luminescence, antagonist mode; higher % means a stronger effect; inhibition, % at 10 µM; hits with a dose series show IC50 in µM; hit rate 0.091% among 290,000; also: strong numbers were not always called active
# GPR55 activation – GPR55 agonists via beta-arrestin recruitment, primary screen, imaging, U2OS cells, beta-arrestin-GFP redistribution (AID 1961); U2OS GPR55 beta-arrestin-GFP redistribution imaging; higher % means a stronger effect; one-dose activation, % at 10 µM; EC50 in µM for titrated hits; hit rate 0.048% among 290,000;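 active = activation above 40% with more than 50 cells counted in the well; inconclusive = wells holding fewer than 50 cells, flagged as toxic or sparse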;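 also: U2OS osteosarcoma cells stably expressing GPR55 and beta-arrestin-GFP; plate controls were DMSO negative control for no effect and LPI positive control for full effect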
# KOR beta-arrestin-2 – kappa opioid receptor activators – cell-based, luminescence, uHTS, primary screen (AID 1777); hit rate 0.02% among 280,000; KOR beta-arrestin recruitment, luminescence; higher % means a stronger effect; activation, % at 10 µM, or EC50 in µM where a hit was titrated; in the data active = activation above about 50%, passing the limit was not always enough; also: a part of the inactive calls stands beside numbers as strong as those of hits
# HEK293 NOD2/NF-kB – inhibition of NOD2-driven NF-kB reporter – cell-based, luminescence, uHTS, HEK293 (AID 1566) | hit rate 0.63% among 290,000 | HEK293 NOD2/NF-kB luciferase reporter, luminescence; higher % means a stronger effect | inhibition, % at 4 µM, or EC50 in µM where a hit was titrated; also: many of its hits are not listed in these tables
# SV40 large T antigen – SV40 large T antigen inhibitors, biochemical (AID 1903) | hit rate 0.39% among 310,000 | inhibition, % at 20 µM; hits with a dose series show IC50 in µM | SV40 large T antigen ATPase/helicase inhibition assay; higher % means a stronger effect; in the data active = a potency from the dose series; inconclusive = inhibition mostly from about 32% at the one dose, without a potency; inactive = the rest, 99 in 100 with inhibition below about 32%; also: strong numbers were not always called active
# * hit, by the source's call; ? = inconclusive; . = not tested or not shown; [ ] = another dose, or the depositor's remark. Rule as the data show it, unless noted: active = inhibition above about 50%; inactive = the rest. A portion of the library; rates above refer to the full screens.
SMILES,GPR55 LPI antagonism,HIV fusion peptide,NOD1 inhibition,MgcRacGAP inhibition,KOR beta-arrestin-1,GPR55 activation,KOR beta-arrestin-2,HEK293 NOD2/NF-kB,SV40 large T antigen
COc1ccc(OC)c(/C=C2\SC(=S)N(NS(=O)(=O)c3ccccc3)C2=O)c1,4%,47%,6%,9%,-13%,-0.1%,-1.6%,-1%,22%
O=C(NCc1n[nH]c(=S)n1Cc1ccccc1)c1ccccc1,-10%,-0.6%,-5%,0%,-11%,0.5%,0.9%,-1%,12%
COC(=O)C1CC(=O)N(c2ccc(OCc3ccccc3Cl)cc2)C1 (stereo not drawn),-9%,-0.5%,-13%,11%,-37%[20 µM],0.0%,-2.7%,6%,12%
Cc1ccc(-c2ccc(/C=N/NC(=O)c3ccccc3O)o2)cc1,-27%,-1.5%,19%,.,67%,-0.2%,-6.1%,-93%,-1%
O=S(=O)(NCc1cc(-c2ccc(Cl)cc2)no1)c1ccc(Cl)cc1,15%,1.6%,16%,8%,-17%,0.5%,1.8%,3%,7%
COCCNC(=O)c1ccccc1NC(=O)c1ccccc1N(C)S(=O)(=O)c1ccccc1,10%,-1.7%,-13%,5%,6%,-0.2%,0.7%,0%,6%
Fc1ccc(-[n+]2nc(Nc3ccccc3)sc2-c2c(Cl)cccc2Cl)cc1,30%,-3.8%,9%,2%,-31%[20 µM],0.6%,0.2%,-14%,9%
CN(C)/C=C1\N=C(c2ccc3c(c2)OCO3)OC1=O,5%,3.3%,-31%,-1%,-23%,0.9%,2.1%,-15%,-1%
CCOc1ccc(NC(=S)NC(C)c2cccs2)cc1 (stereo not drawn),-4%,-2.3%,-22%,11%,.,-0.2%,-1.5%,10%,9%
CCC(CC)C(=O)NC12CC3CC(CC(C3)C1)C2,5%,-1.8%,-2%,3%,32%,-0.1%,3.5%,6%,9%
COc1cc(-c2nn3c(-c4ccccn4)nnc3s2)cc(OC)c1OC,6%,5.0%,-6%,.,-17%,0.3%,0.0%,7%,1%
O=C(c1cccc([N+](=O)[O-])c1)N1CCOCC1,8%,1.0%,-11%,5%,2%,-0.3%,5.6%,17%,16%
COc1cccc(C2/C(=C(/O)c3cnn(-c4ccccc4)c3C)C(=O)C(=O)N2CCN(C)C)c1OC (stereo not drawn),-17%,-0.9%,-24%,11%,21%,0.4%,-3.9%,1%,4%
COC(=O)CSc1ncnc2c1sc1nc(N3CCOCC3)c3c(c12)CCCC3,-3%,-1.3%,18%,6%,-26%,0.2%,7.6%,26%,2%
Cc1ccc(-c2nn(C)c(=O)c3ccccc23)cc1CNC(=O)c1ccco1,-22%,0.6%,-9%,11%,-16%,0.0%,-1.2%,-1%,-4%
COc1ccc(C(=O)Nc2ccc(OCc3ccccc3)cc2)cc1[N+](=O)[O-],8%,-0.8%,-7%,10%,-42%,-0.1%,6.0%,-10%,17%
CCNc1nc(Oc2ccc(C(=O)OC)cc2)nc(SC)n1,-2%,-1.8%,-4%,6%,2%,-0.1%,-1.5%,8%,1%
NC(=O)C1CCCN(CC(=O)N2CCN(c3ccccc3)CC2)C1 (stereo not drawn),2%,-0.8%,-30%,6%,-3%,0.0%,-2.5%,7%,9%
COc1ccc2oc(=N)c(-c3nnc4n3CCCCC4)cc2c1,0%,-2.1%,-25%,8%,-24%,0.0%,-0.4%,3%,7%
Cc1ccc(C2C(C#N)=C(N)N(c3ncn[nH]3)C3=C2C(=O)CC(C)(C)C3)cc1 (stereo not drawn),8%,-0.2%,-10%,11%,-13%,0.0%,-0.6%,14%,35%
Cc1cccc(OCC(=O)Nc2cc(NC(=O)COc3cccc(C)c3C)cc(C(=O)O)c2)c1C,1%,49%,-2%,13%,11%,-0.1%,-2.5%,-17%,10%
COc1ccc(S(=O)(=O)N(CC(=O)NCc2ccccn2)c2ccc(Cl)cc2)cc1,4%,-0.4%,-35%,4%,-12%,-0.2%,-3.6%,0%,74%
Cc1ccc(NC(=O)c2c(F)cccc2Cl)cc1NS(C)(=O)=O,1%,1.1%,-9%,-3%,-39%,-0.2%,6.8%,13%,9%
O=C(N/N=C/c1ccc(F)cc1)c1sccc1OCc1ccc(F)cc1,22%,6.3%,-27%,11%,-46%,-0.1%,-1.2%,-58%,-1%
CSC1=C(C#N)C(c2ccc(C)s2)CC(=O)N1 (stereo not drawn),5%,-1.9%,-14%,-4%,31%,0.0%,-6.1%,5%,4%
O=C(CCC1=NS(=O)(=O)c2ccccc2N1)NC1CCCCCCC1,-1%,-2.7%,.,3%,-7%,-0.1%,0.3%,8%,4%
CCOC(=O)c1cnc2ccc(OC)cc2c1NCCN1CCOCC1,12%,-0.8%,-4%,12%,4%,-0.2%,4.6%,2%,1%
C#CCOCCOCCOCCNc1nc(N2CCN(C(=O)Cn3cc(CC(C)O)nn3)CC2)nc(N2CCN(C(=O)[C@H](C)n3cc(CCCN=C(N)N)nn3)CC2)n1 (stereo partly drawn),0%,-2.0%,-11%,.,24%,-0.3%,-3.1%,5%,10%
CCN(CC)c1ccc(/C=N/N2CCN(Cc3ccccc3)CC2)cc1,1%,-2.4%,-25%,79µM*,-4%,0.1%,-2.8%,-18%,7%
O=C1CCCCN1CCc1c[nH]c2ccccc12,9%,-1.3%,-44%,2%,-38%,-0.2%,1.3%,-27%,20%

# No new results follow: entries from further up.
SMILES,GPR55 LPI antagonism,HIV fusion peptide,NOD1 inhibition,MgcRacGAP inhibition,KOR beta-arrestin-1,GPR55 activation,KOR beta-arrestin-2,HEK293 NOD2/NF-kB,SV40 large T antigen
CCN(CC)c1ccc(/C=N/N2CCN(Cc3ccccc3)CC2)cc1,1%,-2.4%,-25%,79µM*,-4%,0.1%,-2.8%,-18%,7%
O=C1CCCCN1CCc1c[nH]c2ccccc12,9%,-1.3%,-44%,2%,-38%,-0.2%,1.3%,-27%,20%

# Continuation:
SMILES,GPR55 LPI antagonism,HIV fusion peptide,NOD1 inhibition,MgcRacGAP inhibition,KOR beta-arrestin-1,GPR55 activation,KOR beta-arrestin-2,HEK293 NOD2/NF-kB,SV40 large T antigen
COC(=O)c1c(NC(=O)C2CCCCC2)sc2c1CC(C)(C)NC2(C)C,-1%,0.5%,-24%,5%,-68%[20 µM],-0.1%,-5.1%,5%,.
CN(C)CCCn1c(N)c(S(=O)(=O)c2ccccc2)c2nc3ccccc3nc21,5%,1.8%,-11%,.,39%,-0.2%,7.4%,23%,8%
Clc1ccc(OCc2nn3c(C4CCCCC4)nnc3s2)c(Cl)c1,-6%,-1.5%,-17%,5%,-2%,0.4%,6.8%,2%,3%
Cc1ccc(C)n1C(Cc1ccccc1)C(=O)O (stereo not drawn),22%,67%*,7%,.,-21%,-0.1%,1.8%,18%,?
NC(=O)c1nsc(C(=O)N(CC(=O)NC2CCCC2)c2cnc3ccccc3c2)c1N,7%,0.9%,-9%,.,9%,-0.1%,2.0%,0%,11%
COc1ccc(C(CNC(=O)Cc2ccccc2)N2CCCCC2)cc1 (stereo not drawn),-3%,-1.2%,-16%,3%,15%,-0.1%,-3.7%,15%,23%
CCc1nc2oc3ccccc3c(=O)c2cc1C(=O)OC,3%,0.9%,-17%,.,17%,-0.1%,-5.2%,-37%,5%
O=C(COc1ccc(/C=N/NC(=O)c2ccccc2O)cc1)Nc1ccc([N+](=O)[O-])cc1,-3%,-3.5%,-18%,10%,30%,-0.3%,-0.2%,-22%,0%
Nc1nc(CSC(=S)N2CCN(c3ccccc3)CC2)nc(Nc2ccccc2)n1,19%,1.2%,19%,7%,-39%,-0.3%,2.6%,-49%,6%
COc1ccc(OCC(=O)Nc2nccs2)cc1,-12%,-0.3%,27%,11%,19%[20 µM],0.0%,-5.4%,-70%,25%
COc1ccc(CN2CCN(C(=O)c3cccc(OC)c3OC)CC2)cc1OC,-4%,1.9%,-15%,?,-21%,0.0%,5.9%,-7%,4%
Cn1c(SCc2nc(-c3ccc(Cl)cc3)no2)nnc1-c1ccccc1,3%,0.1%,5%,7%,-8%,-0.1%,-1.8%,24%,.
C=C(C)c1cccc(C(C)(C)NC(=O)N2CCN(CC)CC2)c1,-8%,2.2%,5%,7%,27%,-0.5%,-5.0%,17%,5%
COC(C[C@@H](O)CC(=O)[C@@H](C)OCc1ccccc1)OC,0%,0.8%,11%,9%,24%,0.5%,1.3%,19%,.
CC(C)C(=O)NN(C(=O)C(C)C)c1nc2ccccc2s1,-1%,-0.7%,1%,13%,4%,0.5%,2.8%,4%,22%

# Whole records from above. Screens in order: GPR55 LPI antagonism, HIV fusion peptide, NOD1 inhibition, MgcRacGAP inhibition, KOR beta-arrestin-1, GPR55 activation, KOR beta-arrestin-2, HEK293 NOD2/NF-kB, SV40 large T antigen
# Results for CCNc1nc(Oc2ccc(C(=O)OC)cc2)nc(SC)n1 = -2%, -1.8%, -4%, 6%, 2%, -0.1%, -1.5%, 8%, 1%
# Results for O=C(CCC1=NS(=O)(=O)c2ccccc2N1)NC1CCCCCCC1 = -1%, -2.7%, ., 3%, -7%, -0.1%, 0.3%, 8%, 4%

# (further entries)
SMILES,GPR55 LPI antagonism,HIV fusion peptide,NOD1 inhibition,MgcRacGAP inhibition,KOR beta-arrestin-1,GPR55 activation,KOR beta-arrestin-2,HEK293 NOD2/NF-kB,SV40 large T antigen
COc1ccccc1C1(O)CCN(CC(=O)Nc2nc(-c3ccccc3)cs2)CC1,13%,-1.5%,-4%,0%,-53%[20 µM],0.2%,.,22%,.
COC(=O)[C@]1(C)CCC[C@@]2(C)C3CC[C@@]4(C)C[C@]3(CC[C@H]12)C[C@H]4O (stereo partly drawn),19%,-0.5%,-6%,.,-23%,-0.3%,-4.1%,4%,7%
CC(C)CC(=O)Nc1ccccc1N1CCN(c2ccc(F)cc2)CC1,6%,0.9%,-7%,6%,-48%,-1.0%,3.0%,-19%,12%
CCN1CCCC1CNCc1cccc(OC)c1OCc1ccc(F)cc1 (stereo not drawn),10%,1.5%,-24%,2%,-10%,-0.8%,0.9%,4%,-48%
C=CCN1C(=O)C(C)(C)Nc2ccccc21,16%,-2.6%,-8%,12%,28%,-0.1%,-3.5%,15%,3%
COc1cc2[nH]c(=S)n(Cc3ccccc3)c(=O)c2cc1OC,2%,-3.0%,-5%,-1%,-31%[20 µM],-0.1%,-8.7%,23%,24%

# Two records picked at random from those above, as already listed:
SMILES,GPR55 LPI antagonism,HIV fusion peptide,NOD1 inhibition,MgcRacGAP inhibition,KOR beta-arrestin-1,GPR55 activation,KOR beta-arrestin-2,HEK293 NOD2/NF-kB,SV40 large T antigen
COc1cc2[nH]c(=S)n(Cc3ccccc3)c(=O)c2cc1OC,2%,-3.0%,-5%,-1%,-31%[20 µM],-0.1%,-8.7%,23%,24%
CC(C)CC(=O)Nc1ccccc1N1CCN(c2ccc(F)cc2)CC1,6%,0.9%,-7%,6%,-48%,-1.0%,3.0%,-19%,12%

# Screening data: PubChem BioAssay, several laboratories
